Screening data: PubChem BioAssay, National Center for Advancing Translational Sciences (NCATS)
ALOX15 inhib: blocks human 15-lipoxygenase activity; actives 1.4% (n = 74,000); P16050; AID 887; purified 15hLO-1, xylenol orange hydroperoxide absorbance; Potency, µM (highest dose often 57.1 µM), for inactives: top-dose activity change, negative = inhibition, most hits filed as inhibitors; further: on the % scale 0 is the no-effect control and ±100 the full control effect; nearly all actives have a fitted effect of over 55% in size
Target sequence (P16050 whole entry, looked up): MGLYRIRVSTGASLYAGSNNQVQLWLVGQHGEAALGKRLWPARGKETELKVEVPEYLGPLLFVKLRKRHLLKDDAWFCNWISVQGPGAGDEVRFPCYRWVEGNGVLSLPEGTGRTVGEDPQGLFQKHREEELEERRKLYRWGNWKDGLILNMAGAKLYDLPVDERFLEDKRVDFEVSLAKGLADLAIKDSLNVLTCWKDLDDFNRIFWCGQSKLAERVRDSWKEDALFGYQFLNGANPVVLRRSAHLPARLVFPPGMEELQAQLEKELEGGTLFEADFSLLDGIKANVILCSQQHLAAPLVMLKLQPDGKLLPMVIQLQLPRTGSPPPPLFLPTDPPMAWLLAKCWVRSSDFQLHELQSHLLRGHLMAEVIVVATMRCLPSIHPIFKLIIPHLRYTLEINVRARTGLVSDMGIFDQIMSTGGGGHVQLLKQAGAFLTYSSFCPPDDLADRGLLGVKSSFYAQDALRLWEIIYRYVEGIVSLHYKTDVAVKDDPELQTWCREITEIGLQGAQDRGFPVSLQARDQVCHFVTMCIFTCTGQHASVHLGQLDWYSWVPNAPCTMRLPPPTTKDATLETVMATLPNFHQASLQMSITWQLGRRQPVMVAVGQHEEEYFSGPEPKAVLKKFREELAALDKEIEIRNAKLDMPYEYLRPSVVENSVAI
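Readout: Fe(III)-xylenol orange absorbance, 573-to-405 nm ratio as reaction progress. Enzyme 40 nM purified human 15hLO-1, substrate 50 uM arachidonic acid, 6 min RT after 15 min compound preincubation; Hepes pH 7.5 buffer with Triton X-100.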
HBB splice mod: alters splicing of the hemoglobin beta chain | HBB splicing reporter cell assay, activation; EGFP reporter with mutant IVS2-654 intron; response scale: normalised to 500 nM splice-correcting PNA | actives 0.06% (n = 65,000) | Potency, µM (titrated, usually from 46.1 µM), without a hit: at the top dose activation, most hits filed as activators | AID 925; further: 0% is about no effect
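Compounds were applied for 2 days to HeLa EGFP-654 cells, 500/well in Optimem with 2% FCS. The reporter's EGFP is disrupted by mis-splicing of beta-globin intron IVS2-654. Readout: summed well GFP fluorescence from 488 nm laser scanning; reference was 500 nM antisense […] 654 PNA.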
HADH2 inhib: HADH2 (human) dehydrogenase inhibition; Q99714; recombinant HADH2, NADH fluorescence, beta-hydroxybutyryl-CoA; Potency, µM (doses to about 57.1 µM), inactives show at the top dose activity change, negative = inhibition, usual class: inhibitors; actives 3.4% (n = 73,000); further: on the % scale 0 is the no-effect control and ±100 the full control effect; nearly all actives have a fitted effect of over 60% in size; many of its hits are not listed in these tables
Target sequence (Q99714 whole entry, looked up, one chain of several): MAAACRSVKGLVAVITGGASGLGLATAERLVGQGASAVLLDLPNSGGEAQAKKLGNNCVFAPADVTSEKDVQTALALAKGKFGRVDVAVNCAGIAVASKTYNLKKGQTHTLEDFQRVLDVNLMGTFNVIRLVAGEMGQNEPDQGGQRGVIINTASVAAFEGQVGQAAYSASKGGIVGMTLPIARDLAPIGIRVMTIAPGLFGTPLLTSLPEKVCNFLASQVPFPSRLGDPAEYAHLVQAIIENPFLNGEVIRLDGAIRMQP
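His-tagged recombinant enzyme from E. coli, 20 nM, preincubated 15 min RT with compound; reaction started with 1 mM NAD+ and 90 uM beta-hydroxybutyryl-CoA in 100 mM Tris-HCl pH 9.0. NADH fluorescence (ex 360/em 450) read over 4 min; last-minus-first difference.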
* hit, by the source's call; ? = inconclusive; / = no result given; & = joins results of further samples; [ ] = another dose, or the depositor's remark. The call rests on the fitted dose curve; in most records, active means well fitted curve in the direction sought with a large enough effect; inconclusive means small, poorly fitted or top-dose-only effect, or another doubt; inactive means no such curve, though single readings can be large; an effect the other way counts as inactive or inconclusive. Potency means the concentration at half of the fitted maximal effect. A portion of the library; count on the stated rates, not on these rows.

Fields – ALOX15 inhib	HBB splice mod	HADH2 inhib
[1] COc1ccc(C(=O)c2c(C)oc3ccc(O)c(CN4CCOCC4)c23)cc1
→ -6%	/	6%
[2] COc1ccccc1CC(=O)NCC1CCCO1 (centres undefined)
→ 2%	/	-6%
[3] CC(C)C(=O)Nc1c2c(nc3ccccc13)N(C)CC2
→ -1%	/	118%
[4] CCC(=O)Nc1nc2ccccc2n1Cc1ccc(C)cc1
→ 6%	/	7%
[5] Cc1noc(C)c1C(=O)NCCCc1ccccc1
→ -1%	/	-4%
[6] Cc1cc(=O)oc2cc(OCC(=O)NCCc3nc4ccccc4[nH]3)ccc12
→ 8%	/	-25%
[7] COC(=O)CN1C(=O)CSc2ncccc21
→ 3%	/	-1%
[8] CC(C)(C)OC(=O)N1CCC(C(=O)N2CCCCCC2)CC1
→ -1%	/	-1%
[9] CC1(C)CC(=O)C2=C(C1)NC(=O)CC2c1ccc(N(CCC#N)CCC#N)cc1 (centres undefined)
→ -3%	/	-5%
[10] CCN(CC)C(=O)C1CCCN(Cc2ccc(OC)c(C)c2C)C1 (centres undefined)
→ -1%	/	8%
[11] Cc1nn(C(=O)CN2C(=O)c3ccccc3C2=O)c(C)c1Br
→ 2%	/	-1%
[12] Cc1nc2c(=O)oc3ccccc3c2n1-c1ccccc1
→ 0%	/	14%
[13] O=C1C2C(C(=O)N1c1ccc3c(c1)OCO3)C1C=CC2C12CC2 (centres undefined)
→ 5%	/	4%
[14] CCc1ccc(N2CC(C(=O)Nc3ccccc3F)CC2=O)cc1 (centres undefined)
→ -1%	/	10%
[15] CC1=C(C(=O)OC(C)C)C(c2cccs2)C2=C(CCCC2=O)N1 (centres undefined)
→ -7%	/	-22%
[16] CCCCn1nc(NC(=O)c2cccs2)c2cc3ccccc3nc21
→ ?	/	?
[17] Cn1c2ccccc2c2cnn(CC(=O)O)c(=O)c21
→ -1%	/	-30%
[18] O=C(Cn1nc(-c2ccccc2)c2ccccc2c1=O)NCCN1CCOCC1
→ -3%	/	4%
[19] COc1ccc(F)cc1S(=O)(=O)Nc1ccccc1C(=O)O
→ 1%	/	-5%
[20] COc1cccc(OCCn2c(C)c(/C=N/n3cnnc3)c3ccccc32)c1
→ 3%	/	5%
[21] O=C(NCc1ccccc1)c1ccc(Cc2nc3ccccc3[nH]2)cc1
→ -8%	/	4%
[22] CCn1ncc(C2=NOC(C(=O)N3CCC(C(N)=O)CC3)C2)c1C (centres undefined)
→ 10%	/	-2%
[23] O=C1NCC(COCc2ccccc2)O1 (centres undefined)
→ 0%	/	13%
[24] CCn1ncc(C2=NOC(C(=O)NCc3ccc(Cl)cc3)C2)c1C (centres undefined)
→ 5%	/	3%
[25] O=C(O)C1CC(=O)N(CCC23CC4CC(CC(C4)C2)C3)C(=Nc2ccccc2)S1 (centres undefined)
→ -27%	/	-9%
[26] COc1cc(/C=N/NC(=O)c2cc(-c3ccccc3)n[nH]2)ccc1O
→ -12%	/	?
[27] Cc1cc(NC2CCCCC2)nc(N2CCOCC2)n1
→ -3%	/	-3%
[28] Cc1cc(C(=O)Nc2nc3c(s2)CCCC3)cs1
→ -5%	/	-9%
[29] COCCCN1C(=O)C(O)=C(C(=O)c2ccc(C)o2)C1c1cccc(Br)c1 (centres undefined)
→ 37%[activator]	/	-8%
[30] O=C(CCCSc1nc2sc3c(c2c(=O)[nH]1)CCC3)NCCCO
→ 3%	/	12%
[31] COC(=O)CN1C(=O)C(C)=C(c2ccc(C)cc2)S1(=O)=O
→ 0%	/	-24%
[32] COC(=O)c1cc(-c2ccccc2)sc1NC(=O)c1cc(C)on1
→ -2%	/	2%
[33] O=C(CSc1nnnn1-c1ccccc1)Nc1ncc2c(n1)CC(c1ccco1)CC2=O (centres undefined)
→ -9%	/	7%
[34] CCOc1ccc(S(=O)(=O)NCCN2CCOCC2)c2ccccc12
→ -25%	/	-8%
[35] Cc1ccc(NS(=O)(=O)c2cc(C(=O)O)ccc2Cl)cc1C
→ 2%	/	2%
[36] COc1ccc(C(=O)CSc2nc(C)cc(=O)[nH]2)cc1
→ -4%	/	-5%
[37] CCn1c(Cc2ccccc2)nnc1SCC(=O)Nc1ccc2c(c1)OCCO2
→ -5%	/	11%
[38] O=C(NCCSCc1ccco1)Nc1ccccc1
→ -2%	/	-16%
[39] CCCC1C(C(=O)OCC)=C(C)NC(C)=C1C(=O)OCC
→ -3%	/	-3%
[40] CCOc1cc(/C=N/n2cnnc2)ccc1O
→ 4%	/	-10%
[41] CC1(C)Nc2ccccc2N(CC(=O)N2CCCCC2)C1=O
→ 6%	/	5%
[42] O=C1C2C3C=CC(C3)C2C(=O)N1c1ccc2c(c1)OCO2 (centres undefined)
→ 3%	/	-7%
[43] COc1ccc(NC(=O)C2CCN(C(=O)c3ccccc3)CC2)cc1OC
→ -4%	/	7%
[44] CCc1cc2c(=O)c(-c3nc4ccccc4n3C)c(C)oc2c(CN2CCN(CCO)CC2)c1O
→ -7%	/	?
[45] CCCCOc1ccccc1C1NC(=O)NC(C)=C1C(=O)OCCOC (centres undefined)
→ -3%	/	9%
[46] CN(C)CCNC(=O)c1ccc(Cc2nc3ccccc3[nH]2)cc1
→ 4%	/	-6%
[47] Cc1ccc(C)c(OCc2nc(-c3cccnc3)no2)c1
→ 5%	/	7%
[48] CCOC(=O)C(C)Sc1ncnc2c1nnn2-c1ccc(F)cc1 (centres undefined)
→ -4%	/	14%
[49] Cn1c(SCC(=O)N2CCOCC2)nnc1-c1ccc(NC(=O)c2ccccc2F)cc1
→ -6%	/	5%
[50] COc1cc2c(c(O)c1OC)C(=O)C(OC)CCC2 (centres undefined)
→ -14%	/	4%
[51] C=CCC1C=CC(OC(=O)OCC)C(COC(=O)OCC)O1 (centres undefined)
→ 11%[11.4 µM]	4.3%[9.22 µM]	6%[11.4 µM]
[52] C=CCOC(=O)C(C(C)=O)C(NC(=O)OC)c1ccc(F)cc1 (centres undefined)
→ 3%[11.4 µM]	0.7%[9.22 µM]	-8%[11.4 µM]
[53] COc1ccc(OC2C=CC(C#Cc3ccc(F)cc3F)OC2CO)cc1 (centres undefined)
→ -2%&-17%[11.4 µM]	1.7%&1.7%[9.22 µM]	-9%&-2%[11.4 µM]
[54] O=C1[C@H]2[C@H]3[C@H](O)[C@H](O)C/C(=N/OC[C@@H](O)COCc4ccco4)[C@@H]3CC[C@@H]2C(=O)N1C1CCCCC1
→ 2%[11.4 µM]	1.7%[9.22 µM]	18%[11.4 µM]
[55] N#C/C(=C(/N)Sc1ccc(N)cc1)c1ccccc1C(F)(F)F
→ ?	-0.2%	?
[56] CCCCCCC#CC1C=CC(Oc2ccc(C=O)cc2)C(CO)O1 (centres undefined)
→ -5%[11.4 µM]	1.5%[9.22 µM]	-14%[11.4 µM]
[57] COC(=O)C/C=C/C(C)C(OCc1cccc(-c2ccccc2)c1)C1CCCCC1 (centres undefined)
→ -8%[11.4 µM]	2.0%[9.22 µM]	?
[58] CCO[C@H](c1cc(OC)cc([N+](=O)[O-])c1OC)[C@H](C)/C=C\CC(=O)OC
→ 7%[11.4 µM]	1.4%[9.22 µM]	1%[11.4 µM]
[59] COc1ccc(COC(=O)N/N=C2/C[C@@H](O)[C@@H](O)[C@@H]3[C@@H]4C(=O)N(C(C)(C)C)C(=O)[C@H]4CC[C@H]23)cc1
→ 12%[11.4 µM]	2.8%[9.22 µM]	4%[11.4 µM]
[60] COC(=O)C1=C(C)N(Cc2ccccc2)[C@]23O[C@](C(=O)OC)(C(=O)N2C1c1ccccc1)C(C(=O)OC)=C3C(=O)OC (some centres undefined)
→ -1%[11.4 µM]	-0.2%[9.22 µM]	10%[11.4 µM]

13 entries out of the list, arranged by heavy-atom count, descending.
Fields – ALOX15 inhib	HBB splice mod	HADH2 inhib
[54] O=C1[C@H]2[C@H]3[C@H](O)[C@H](O)C/C(=N/OC[C@@H](O)COCc4ccco4)[C@@H]3CC[C@@H]2C(=O)N1C1CCCCC1
→ 2%[11.4 µM]	1.7%[9.22 µM]	18%[11.4 µM]
[44] CCc1cc2c(=O)c(-c3nc4ccccc4n3C)c(C)oc2c(CN2CCN(CCO)CC2)c1O
→ -7%	/	?
[33] O=C(CSc1nnnn1-c1ccccc1)Nc1ncc2c(n1)CC(c1ccco1)CC2=O (centres undefined)
→ -9%	/	7%
[37] CCn1c(Cc2ccccc2)nnc1SCC(=O)Nc1ccc2c(c1)OCCO2
→ -5%	/	11%
[43] COc1ccc(NC(=O)C2CCN(C(=O)c3ccccc3)CC2)cc1OC
→ -4%	/	7%
[58] CCO[C@H](c1cc(OC)cc([N+](=O)[O-])c1OC)[C@H](C)/C=C\CC(=O)OC
→ 7%[11.4 µM]	1.4%[9.22 µM]	1%[11.4 µM]
[46] CN(C)CCNC(=O)c1ccc(Cc2nc3ccccc3[nH]2)cc1
→ 4%	/	-6%
[52] C=CCOC(=O)C(C(C)=O)C(NC(=O)OC)c1ccc(F)cc1 (centres undefined)
→ 3%[11.4 µM]	0.7%[9.22 µM]	-8%[11.4 µM]
[35] Cc1ccc(NS(=O)(=O)c2cc(C(=O)O)ccc2Cl)cc1C
→ 2%	/	2%
[47] Cc1ccc(C)c(OCc2nc(-c3cccnc3)no2)c1
→ 5%	/	7%
[36] COc1ccc(C(=O)CSc2nc(C)cc(=O)[nH]2)cc1
→ -4%	/	-5%
[38] O=C(NCCSCc1ccco1)Nc1ccccc1
→ -2%	/	-16%
[40] CCOc1cc(/C=N/n2cnnc2)ccc1O
→ 4%	/	-10%

(listing goes on)
Fields – ALOX15 inhib	HBB splice mod	HADH2 inhib
[61] CCOC(=O)CCN1C(=O)[C@H]2[C@H]3[C@H](O)[C@H](O)C/C(=N/NC(=O)OCC)[C@H]3CC[C@@H]2C1=O
→ 3%[11.4 µM]	-0.1%[9.22 µM]	2%[11.4 µM]
[62] Cn1cc(C2=C(c3cn(CCCSC(=N)N)c4ccccc34)C(=O)NC2=O)c2ccccc21
→ 20µM*	0.3%	?
[63] C=Cc1ccc([C@H]2N[C@@H](C(=O)O)CC[C@@H]2C)cc1
→ 4%[11.4 µM]	1.2%[9.22 µM]	-5%[11.4 µM]
[64] C#CCCCO/N=C1/C[C@@H](O)[C@@H](O)[C@@H]2[C@H]3C(=O)N(c4ccc(F)cc4F)C(=O)[C@@H]3CC[C@@H]12
→ -1%[11.4 µM]	0.9%[9.22 µM]	-4%[11.4 µM]
[65] CC(=O)OCC1OC(C#Cc2ccccc2Cl)C=CC1OC(C)=O (centres undefined)
→ 0%[11.4 µM]	2.1%[9.22 µM]	-9%[11.4 µM]
[66] Cc1cc2c(nc1C)CCCN2CC(O)CN1CCCc2nc(C)c(C)cc21
→ 10%[11.4 µM]	0.5%[9.22 µM]	-8%[11.4 µM]
[67] CCN1C(=O)[C@H]2[C@H]3[C@H](O)[C@H](O)C/C(=N/OCC(C)C)[C@H]3CC[C@@H]2C1=O
→ 1%[11.4 µM]	0.3%[9.22 µM]	-2%[11.4 µM]
[68] CC(=O)OC[C@@H]1O[C@H](CCO/N=C\[C@@H](C)[C@H](OCc2ccccc2)C(C)C)C=C[C@@H]1OC(C)=O
→ 10%[11.4 µM]	-2.2%[9.22 µM]	7%[11.4 µM]
[69] Cc1c(C(=O)NC2CCCCC2)sc2nc3ccc(N)cc3n12
→ -23%	-0.6%	6%
[70] CC(C)CO/N=C1/C[C@@H](O)[C@@H](O)[C@@H]2[C@@H]3C(=O)N([C@@H](C)c4ccccc4)C(=O)[C@H]3CC[C@@H]12
→ 4%[11.4 µM]	2.1%[9.22 µM]	-2%[11.4 µM]
[71] CO[C@@H](C(C)C)[C@@H](C)[C@@H]1OC(=O)C[C@@H]1O
→ 26%[11.4 µM]	1.2%[9.22 µM]	-3%[11.4 µM]
[72] O=[N+]([O-])c1ccccc1S(=O)(=O)NCC1CCC(CNCC2CCc3ccccc3C2)CC1 (centres undefined)
→ ?	-0.8%	-1%
[73] O=C1C[C@@H](O)[C@@H](O)[C@H]2[C@@H]3C(=O)N(c4cccc(Oc5ccccc5)c4)C(=O)[C@@H]3CC[C@H]12
→ 2%&2%[11.4 µM]	2.2%&3.4%[9.22 µM]	2%&5%[11.4 µM]
[74] CC(=O)c1ccc(OC2C(O)COC2/C=C/c2ccc(Cl)cc2)cc1 (centres undefined)
→ -1%&-29%[11.4 µM]	2.4%&0.7%[9.22 µM]	7%&2%[11.4 µM]
[75] C[C@H]1COC(=O)[C@H]2CCCN2C(=O)[C@@H](C)COC(=O)[C@H](Cc2ccccc2)NC1=O
→ 0%[11.4 µM]	0.7%[9.22 µM]	-8%[11.4 µM]
